Bioassay records from PubChem.
14-3-3g Raf – modulators of 14-3-3 gamma protein binding, primary screen, biochemical, fluorescence polarization; FP, 14-3-3gamma / TMR-pS259-Raf peptide binding; actives 0.19% (n = 160,000); inhibition, % at 40 µM; 14-3-3 protein gamma (Homo sapiens), P61981; in the data active = inhibition above about 30%;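 note: 0% = protein plus tracer without compound and 100% = blank with tracer alone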
Target sequence (P61981 whole entry, looked up): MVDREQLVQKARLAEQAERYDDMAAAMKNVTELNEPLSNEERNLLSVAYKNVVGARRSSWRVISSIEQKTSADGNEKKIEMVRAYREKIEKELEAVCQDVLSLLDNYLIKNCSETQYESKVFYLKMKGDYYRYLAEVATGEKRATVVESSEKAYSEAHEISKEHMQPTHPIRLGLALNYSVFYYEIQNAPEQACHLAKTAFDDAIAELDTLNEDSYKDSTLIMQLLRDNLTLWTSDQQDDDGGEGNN
* marks the source's active call; other numbers are inactive results; & = joins results of further samples. Not all compounds are listed (hit frequency here may not be typical).

14-3-3g Raf	SMILES
-5.5	CCCCNc1ncnc2c1sc1nc(-c3ccccc3)c3c(c12)CC(C)(C)OC3
-1.9	Cc1cc2nc(-c3ccc(NC(=O)c4ccccc4C)cc3)oc2cc1C
4.5	CCOC(=O)c1c(NC(=O)c2cccc([N+](=O)[O-])c2C(=O)O)sc2c1CCCC2
-0.1	Cc1ccc(-c2nnc(SCC(=O)N3CCCc4ccccc43)n2N)cc1
-7.6	O=C(CN1CCCC1)Nc1ccc(NC(=O)Nc2ccccc2)cc1
-4.7	O=C(CSc1ncn[nH]1)N1CCN(c2nnc(-c3ccccc3)c3ccccc23)CC1
-4.0	O=c1[nH]cnc2c1sc(=S)n2-c1ccccc1
-13.3	Cc1nc2ccccc2nc1CSc1nncs1
-23.4	COc1ccc(N2C(=O)CC(N3CCC(N4CCCCC4)CC3)C2=O)cc1 (centres undefined)
-2.1	O=C(CSc1nc2ccc(N3C(=O)c4ccc([N+](=O)[O-])cc4C3=O)cc2s1)NCC1CCCO1 (centres undefined)
1.9	CSCCC(NC(=O)c1cncc(O)c1)C(=O)O (centres undefined)
-2.4	Cc1ccc(C)c2[nH]c(=O)c(CN(CCN3CCOCC3)Cc3nnnn3CC3CCCO3)cc12 (centres undefined)
1.2	O=C(CSc1ncnc2sc3c(c12)CCCC3)Nc1ccc(Cl)cc1
2.5	CCCOC(=O)C1=C(C)NC2=C(C(=O)CC(C)(C)C2)C1c1cc(OC)c(OC)cc1[N+](=O)[O-] (centres undefined)
-6.9	CCC(=O)Oc1c(Sc2ccc(C)cc2)c(C)nn1-c1ccccc1
2.9	COc1ccccc1NC(=O)NCC(=O)Nc1ccc(F)c(F)c1
-6.1&1.3	O=C(c1ccccc1-c1nc2ccccc2[nH]1)N1CCOCC1
-15.4	O=C(/C=N/O)NCCN1CCCCC1
-1.8	CCCCN1C(=O)C(O)(CC(=O)c2ccc(C)cc2C)c2cc(Br)ccc21 (centres undefined)
-0.8	CC1CN(C(=O)c2ccc([N+](=O)[O-])cc2)CC(C)O1 (centres undefined)
-2.9	O=C(c1ccco1)N1CCN(C(=O)C2CCCO2)CC1 (centres undefined)
-0.2	COC(=O)N1CN(C(=O)OC)CN(C(=O)OC)C1
3.6	COc1ccc(S(=O)(=O)Nc2cccc(C)n2)c2ccccc12
1.5&-5.9	CC1(C)CC(=O)c2cc(OCC(=O)NCCN3CCCc4ccccc43)ccc2O1
-5.2	COc1ccccc1N(CC(=O)Nc1ccccc1Cl)S(C)(=O)=O

In the list so far, 6 have an aryl thioether with sulfur outside any ring:
14-3-3g Raf	SMILES
-0.1	Cc1ccc(-c2nnc(SCC(=O)N3CCCc4ccccc43)n2N)cc1
-4.7	O=C(CSc1ncn[nH]1)N1CCN(c2nnc(-c3ccccc3)c3ccccc23)CC1
-13.3	Cc1nc2ccccc2nc1CSc1nncs1
-2.1	O=C(CSc1nc2ccc(N3C(=O)c4ccc([N+](=O)[O-])cc4C3=O)cc2s1)NCC1CCCO1 (centres undefined)
1.2	O=C(CSc1ncnc2sc3c(c12)CCCC3)Nc1ccc(Cl)cc1
-6.9	CCC(=O)Oc1c(Sc2ccc(C)cc2)c(C)nn1-c1ccccc1

Six entries already listed, ordered by their value in 14-3-3g Raf, low to high:
14-3-3g Raf	SMILES
-23.4	COc1ccc(N2C(=O)CC(N3CCC(N4CCCCC4)CC3)C2=O)cc1 (centres undefined)
-5.2	COc1ccccc1N(CC(=O)Nc1ccccc1Cl)S(C)(=O)=O
-2.1	O=C(CSc1nc2ccc(N3C(=O)c4ccc([N+](=O)[O-])cc4C3=O)cc2s1)NCC1CCCO1 (centres undefined)
-0.8	CC1CN(C(=O)c2ccc([N+](=O)[O-])cc2)CC(C)O1 (centres undefined)
-0.2	COC(=O)N1CN(C(=O)OC)CN(C(=O)OC)C1
1.9	CSCCC(NC(=O)c1cncc(O)c1)C(=O)O (centres undefined)

Following part
14-3-3g Raf	SMILES
3.0	COc1ccccc1CNC(=O)CCn1c(=O)sc2ccccc21
4.1	COc1cc(Cl)ccc1S(=O)(=O)N1CCN(S(=O)(=O)c2ccc(Cl)cc2OC)C(C)C1 (centres undefined)
-5.5	O=C(Nc1ccc2oc(-c3ccccc3Cl)nc2c1)c1cc([N+](=O)[O-])ccc1Cl
-9.0	CCOc1ccc(NC(=O)COc2cc(C)c(Cl)c(C)c2)cc1
-5.8	CN1CCN(C(=O)Cn2c(=O)oc3cc(S(=O)(=O)NCc4ccccc4)ccc32)CC1
1.3	COc1ccc(CCNC(=O)c2ccn[nH]2)cc1OC
-13.3	COc1ccccc1NC(=O)c1ccc(N2CC3CC(C2)c2cccc(=O)n2C3)c(NC(=O)c2ccncc2)c1 (centres undefined)
-13.2	Cc1c(C(=O)NCc2cccnc2)sc2ncn(CC(=O)Nc3cccc(C(F)(F)F)c3)c(=O)c12
5.5	CC(CNC(=O)c1cncc(O)c1)NC(=O)c1cncc(O)c1 (centres undefined)
-9.4	Cc1c(NC(=O)COc2ccccc2Cl)cccc1-c1nc2ncccc2o1
-2.9	CCOC(=O)c1c(NC(=O)COc2ccc([N+](=O)[O-])cc2)sc2c1CCC(CC)C2 (centres undefined)
-17.5	CCOC(=O)c1c(C)oc2ccc(N(C(=O)c3ccccc3Cl)S(=O)(=O)c3cccc([N+](=O)[O-])c3)cc12
0.0	COc1ccccc1NC(=O)C1=C(C)Nc2nc3ccccc3n2C1c1ccccc1F (centres undefined)
2.3	N#CC1=C(SCC(N)=O)NC(=O)CC1c1ccccc1Cl (centres undefined)
-2.1	CCCC1(C)N=C(c2ccc(Cl)cc2)CC(c2cccc(OC)c2O)N1 (centres undefined)
-9.9	CCOC(=O)C1CCN(C(=O)c2c[nH]c3ccc(S(=O)(=O)N(C)c4ccc(F)cc4)cc3c2=O)CC1
-1.0	CCOC(=O)C1C(=O)C=C(c2ccco2)CC1c1ccc(OC)cc1 (centres undefined)
4.0	Cc1cccc(Nc2nc(C)nc3sc4c(c23)CCC4)c1
-3.5	Cc1ccc(C(=O)N2CCN(c3ccc([N+](=O)[O-])c(NCCc4ccccc4)c3)CC2)cc1
1.5	COc1ccc(NC(=O)C2CC(=O)N(C)C(=Nc3ccccc3OC)S2)cc1 (centres undefined)
-10.2	COc1ccc(CN2CC(=O)N(c3ccc(C)c(C)c3)C2=S)cc1OC
-6.2	O=C(C1CC1)N1N=C2CCCCC2C1(O)C(F)(F)F (centres undefined)
-11.1	CCN1CCN(c2ccc(NC(=O)Cc3ccccc3)cc2)CC1
-13.4	CC1=C(C(=O)OC2CCCCC2)C(c2cc3c(cc2[N+](=O)[O-])OCO3)C2=C(CC(c3ccc(Cl)cc3)CC2=O)N1 (centres undefined)
2.9	CC(C)CC(C(=O)O)N1C(=O)C2C3CC(C(Br)C3Br)C2C1=O (centres undefined)
-1.8	CC(C)Oc1ccccc1Cn1c2ccccc2c2nc3ccccc3nc21
-3.7	CCCCCCn1cc(C(=O)O)c(=O)c2ccccc21
-3.4	COc1ccc(C(=O)NCCN2CCN(C(=O)c3ccc(OC)cc3)CC2)cc1
1.8	Nc1cc(-c2n[nH]c(=S)o2)ccc1Cl
-8.9	CCOc1ccc(-n2c(=S)sc3c(=O)[nH]c(SCC(=O)NCc4ccco4)nc32)cc1
-4.2	CCc1ccc(NC(=O)CSc2nnnn2C)cc1
-1.6	O=C(Nc1cc2ccccc2cc1NC(=O)c1cc([N+](=O)[O-])ccc1Cl)c1cc([N+](=O)[O-])ccc1Cl
-6.8	Cc1cc(N2C(=O)CSC2c2cccc(Br)c2)ccc1Br (centres undefined)
7.3	N#Cc1c(N=Cc2cc(Br)ccc2O)sc2c1CCCC2
-4.5	O=C(O)c1cccc2cc[nH]c12
-29.1	Cc1ccc(NC(=O)c2sc(=S)n3c2[nH]c(=O)c2sccc23)cc1F
-3.5	COc1ccc2nc(NC(=O)c3sc4ncn(CC(=O)N5CC(C)CC(C)C5)c(=O)c4c3C)sc2c1 (centres undefined)
-10.2	CCOC(=O)c1ccccc1NC(=O)c1ccc(Cl)c(S(=O)(=O)N2CCOCC2)c1
6.7	COc1cccc(C(=O)Nc2cc(=O)n(C)c(=O)n2C)c1OC
-6.9	CCOC(=O)CC(=O)CSc1nc2ccccc2c(=O)n1-c1ccc(F)cc1
1.9	Cc1c(N=Cc2cccs2)c(=O)n(-c2ccccc2)n1C
-9.5	CC(C)CCNC(=O)c1ccc(CNS(=O)(=O)c2ccc(F)cc2)cc1
-5.5	CCc1ccccc1NC(=O)c1ccc(F)c(S(=O)(=O)NC2CCCC2)c1
-201.5	CCOc1ccc(C2C(C(=O)c3ccccc3)N3c4ccccc4C=CC3C2(C#N)C#N)cc1 (centres undefined)
2.0	CC1(C)CC(=O)C(C=NCC(O)c2ccccc2)=C(O)C1 (centres undefined)
-6.9	CCN1CCN(C(c2ccccc2)c2nnnn2CCc2ccc(OC)c(OC)c2)CC1 (centres undefined)
-0.7	COc1ccc2cc3cc(C(=O)NCc4ccc(C)o4)sc3nc2c1
-3.0	CC(=O)c1cccc(NC(=O)C2CCCN2S(=O)(=O)c2cccc3cccnc23)c1 (centres undefined)
2.5	Cc1nc2ccccc2c2nc(NC(=O)Cc3ccccc3)nn12
-14.5	Cc1ccccc1-c1nc2cc(NC(=O)c3ccc([N+](=O)[O-])cc3)ccc2o1

Further records.
14-3-3g Raf	SMILES
-0.5	COc1ccc2nc(NC(=O)c3sc4ncn(CC(=O)N5CCCCC5C)c(=O)c4c3C)sc2c1 (centres undefined)
-1.6	Cc1cc(Br)ccc1NC(=O)C1CCN(S(=O)(=O)c2ccc(Br)s2)CC1
2.8	FC(F)Oc1ccccc1C1C=C(c2ccc(I)cc2)Nc2ncnn21 (centres undefined)
10.0	COC(=O)c1ccc(OC)c(CSc2nnc(COc3ccc(OC)cc3)o2)c1
3.0	O=C(Nc1ccc(Cl)cc1)NC1CCS(=O)(=O)C1 (centres undefined)
-14.0	Cc1ccc(C(=O)Nc2cc3cccc([N+](=O)[O-])c3oc2=O)cc1[N+](=O)[O-]
-9.1	COC(=O)c1c(C)oc2ccc(NS(=O)(=O)c3ccc(C(C)C)cc3)cc12
0.7	O=C(Nc1ccc(Sc2ccc([N+](=O)[O-])cc2)cc1)c1ccccc1Cl
-23.0	Cc1ccc(S(=O)(=O)c2nc(-c3ccc(F)cc3)oc2SCC(C)C)cc1
1.4	Cc1cc(NC(=O)c2cc([N+](=O)[O-])ccc2Br)ccc1NC(=O)c1ccccc1
-14.1	COc1cc2[nH]c(=S)nc(NCCN3CCN(c4ccccc4F)CC3)c2cc1OC
3.1	CC1=C(C(=O)OC2CCCCCC2)C(c2coc3ccc(C)cc3c2=O)C2=C(CC(C)(C)CC2=O)N1 (centres undefined)
-0.4	CCOC(=O)Cn1c(-c2cc(C)ccc2C)csc1=Nc1ccc(F)cc1
-5.9	CCc1cccc(C)c1NC(=O)c1cc(S(=O)(=O)N2CCC(C)CC2)ccc1F
1.3	Cc1nc([N+](=O)[O-])cn1CC(=O)c1ccccc1
-3.8&-88.2	O=C(Nc1cccnc1)c1cc(-c2cccs2)on1
0.0	COc1ccccc1NC(=O)CN1CCN(CC(=O)Nc2ccccc2F)CC1
-7.7	COc1c(Cl)ccc(Cl)c1C(=O)NC(=O)N1CCOCC1
-12.2	CC(C)C1Oc2ccccc2C2CC(c3ccccc3)=NN21 (centres undefined)
-5.2	N#Cc1nc(COc2ccc(Cl)cc2)oc1N1CCC(Cc2ccccc2)CC1
-42.9	Cc1ccc(C(=O)Nc2cccc3c2C(=O)c2ccccc2C3=O)o1
0.1	O=C(OCc1c(Cl)nc2sccn12)c1cc2c(s1)CCCC2
4.6	O=C1OC2C=CC=CC2C=C1C(=O)N1CCSC1c1ccc2c3c(cccc13)CC2 (centres undefined)
-12.6	CCOC(=O)N1CCN(C(=O)CCn2c(=S)[nH]c3cc(OCC)c(OCC)cc3c2=O)CC1
-4.1	Cn1c(=NC(=O)c2cnccn2)sc2ccccc21
-4.2	COc1cccc2cc(C(=O)Nc3ccccc3)c(=Nc3cccc(C#N)c3)oc12
8.4	COc1cc(CN2CCN(Cc3ccc(F)cc3)CC2)cc(OC)c1O
-4.4	Cn1c(SCc2ccccc2F)nnc1-c1c[nH]c2ccccc12
8.4	COc1cc(OC)cc(OCC(O)Cn2ccnc2C)c1 (centres undefined)
-3.6	Nc1c(C(=O)NCc2ccc3c(c2)OCO3)c2nc3ccccc3nc2n1CCCN1CCOCC1
2.7	Cc1cccc(-n2nc3c(c2NC(=O)c2ccc(Cl)c([N+](=O)[O-])c2)CSC3)c1C
-4.9	CCCCCCCOC(=O)C1=C(C)Nc2nnnn2C1c1ccc(Cl)cc1 (centres undefined)
3.0	COc1ccccc1CNC(=O)c1cnc2sccn2c1=O
3.2	Cc1csc2nc(CSc3nc4ccccc4o3)c(Br)n12
-9.5	Cc1ccc(-c2ccc(CCC(=O)O)n2-c2cccc(C(F)(F)F)c2)cc1
-4.1	COc1nn(-c2nc(-c3cccs3)cc(C(F)(F)F)n2)c(C)c1[N+](=O)[O-]
3.4	Cn1c(=O)n(Cc2cc3c(cc2Cl)OCO3)c(=O)c2c1ncn2Cc1ccccc1
-6.2	CCOC(=O)c1sc2nc(SCC(=O)c3ccccc3)n(Cc3ccc4c(c3)OCO4)c(=O)c2c1C
-5.7	CCN(CC)c1ccc(C2C3=C(CC(C)(C)CC3=O)Nc3ccccc3N2C(=O)Cc2ccccc2)cc1 (centres undefined)
4.6	Cc1cc(NC(=O)c2cc3nc(-c4ccc(Br)cc4)cc(C(F)(F)F)n3n2)no1
-10.4	CCN(CC)c1ccc2c(C)c(CN3CCOCC3)c(=O)oc2c1
-7.4	CCOC(=O)c1cc(=O)n2nc(-c3ccccc3F)nc2s1
-1.8	CCN(C(=O)CSc1nc2cc(OC)c(OC)cc2c2nc(-c3ccccc3)nn12)c1cccc(C)c1
-4.5	CCCN1C(=O)c2ccc(C(=O)NCc3ccco3)cc2C1=O
-2.1	Cc1ccc(S(=O)(=O)Cc2nc3ccccc3c(=O)[nH]2)cc1
2.1	CC(C)(C)NCc1nc(-c2ccc(Cl)cc2)no1
-34.0	O=C(C[n+]1cccc2ccccc21)c1ccc(-c2ccccc2)cc1
2.0	Cc1c(CCC(=O)O)c(=O)oc2c(C)c(O)ccc12
